# High-throughput results from PubChem.
# PAD4 inh: blocks human protein arginine deiminase 4; inhibition, % at 6.36 µM; recombinant PAD4, RCA probe fluorescence polarization; 330,000 tested, 0.41% active;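 active means percent inhibition above a cutoff equal to the mean of all tested compounds plus 3 SD, cut at about 15% in these data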;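 further: 0% = PAD4 with RCA probe and DMSO and 100% = probe without PAD4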
# GSTO1 inh: blocks human GSTO1 in RBBP9 counter-screen; P78417; recombinant GSTO1, activity-based probe fluorescence polarization; inhibition, % at 5.96 µM; 300,000 tested, 1.1% active; AID 1974;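 active means inhibition above the campaign mean inhibition plus 3 SD, cut at about 35% in these data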;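 further: 0% = GSTO1-1 with DMSO and 100% = wells lacking GSTO1-1 enzyme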
# PAFAH2 FP inh: PAFAH2 (human) inhibition | recombinant PAFAH2, FP-rhodamine activity probe, fluorescence polarization | inhibition, % at 3.39 µM | 340,000 tested, 0.99% active | AID 492956;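 active means inhibition above the mean over all tested compounds plus 3 SD, cut at about 30% in these data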;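 further: inhibitors block probe labeling of enzyme so polarization drops; 0% = enzyme with DMSO and 100% = wells lacking PAFAH2 protein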
# EBNA-1 inhibitor: blocks EBNA-1 binding to DNA; EBNA-1 DNA binding, fluorescence polarization; inhibition, % at 14.8 µM; 300,000 tested, 0.34% active; AID 1950; in the data active means inhibition above about 28%
# PAFAH1B3 FP inh: inhibitors of human PAFAH1B3. Q15102. recombinant PAFAH1B3, FP-rhodamine probe, fluorescence polarization. inhibition, % at 3.39 µM. 340,000 tested, 0.28% active. AID 492972;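 active means inhibition above the screen-wide average of all tested compounds plus 3 SD, cut at about 25% in these data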;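 further: 0% = enzyme with DMSO only and 100% = wells lacking PAFAH1B3 protein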
# LYPLA1 counter: counter-screen for PME1 inhibitors: inhibitors of human LYPLA1. O75608. recombinant LYPLA1, FP-Rh probe fluorescence polarization. inhibition, % at 5.9 µM. 320,000 tested, 0.16% active. AID 2174;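 active means inhibition above the mean of all tested compounds plus 3 SD, set per campaign, cut at about 14% in these data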;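 further: inhibitors block serine hydrolase probe labeling of LYPLA1 so polarization falls; 0% = enzyme with DMSO and 100% = wells lacking LYPLA1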
# LYPLA2 counter: blocks human lysophospholipase 2, a PME1 counter-screen | AID 2177 | recombinant LYPLA2, FP-Rh probe fluorescence polarization | 320,000 tested, 0.38% active | inhibition, % at 5.9 µM;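 active means inhibition above the screen-wide mean plus 3 SD, limit set per campaign, cut at about 26% in these data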;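 further: 0% = LYPLA2 with DMSO and 100% = wells lacking LYPLA2 enzyme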
# ZTA counter: ZTA (EBV) inhibition in EBNA-1 counter-screen; 320,000 tested, 0.15% active; ZTA-DNA binding, fluorescence polarization; inhibition, % at 11 µM; P03206; in the data active means inhibition above about 33%
# Target sequence (P03206 whole entry, looked up): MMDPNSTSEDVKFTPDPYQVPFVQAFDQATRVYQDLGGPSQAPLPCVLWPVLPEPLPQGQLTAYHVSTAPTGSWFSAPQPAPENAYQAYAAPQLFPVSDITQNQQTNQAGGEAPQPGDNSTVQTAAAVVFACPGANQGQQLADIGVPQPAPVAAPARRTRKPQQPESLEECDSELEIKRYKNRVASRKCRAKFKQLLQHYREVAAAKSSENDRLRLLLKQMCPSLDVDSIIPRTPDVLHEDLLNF
# PREPL inhibitor: inhibitors of human prolyl oligopeptidase-like enzyme PREPL | AID 2751 | 320,000 tested, 0.68% active | inhibition, % at 5.96 µM | Q4J6C6 | recombinant PREPL, fluorescence polarization activity-based probe; in the data active means inhibition above about 43%;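 further: 0% = enzyme with DMSO and 100% = wells lacking enzyme; many of its hits are not listed in these tables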
# Target sequence (Q4J6C6 whole entry, looked up): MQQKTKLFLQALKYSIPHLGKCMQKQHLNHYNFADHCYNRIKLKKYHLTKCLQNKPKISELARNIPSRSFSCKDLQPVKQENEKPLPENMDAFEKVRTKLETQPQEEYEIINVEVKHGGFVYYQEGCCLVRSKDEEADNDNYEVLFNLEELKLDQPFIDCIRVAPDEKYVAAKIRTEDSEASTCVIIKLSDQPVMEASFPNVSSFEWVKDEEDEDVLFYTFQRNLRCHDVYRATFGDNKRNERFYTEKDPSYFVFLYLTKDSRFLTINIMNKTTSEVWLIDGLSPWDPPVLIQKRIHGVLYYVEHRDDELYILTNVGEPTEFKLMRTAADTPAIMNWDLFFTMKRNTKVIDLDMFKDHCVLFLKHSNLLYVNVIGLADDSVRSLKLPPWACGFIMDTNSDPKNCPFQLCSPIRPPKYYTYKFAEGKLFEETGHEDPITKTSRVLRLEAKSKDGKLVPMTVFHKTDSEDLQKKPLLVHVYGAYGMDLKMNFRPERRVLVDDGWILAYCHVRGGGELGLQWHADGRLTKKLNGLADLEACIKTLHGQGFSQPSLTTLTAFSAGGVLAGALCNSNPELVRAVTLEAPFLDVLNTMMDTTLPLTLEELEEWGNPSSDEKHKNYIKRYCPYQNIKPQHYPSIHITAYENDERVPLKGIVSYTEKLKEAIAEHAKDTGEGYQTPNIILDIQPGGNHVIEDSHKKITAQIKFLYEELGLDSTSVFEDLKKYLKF
# * marks the source's active call; other numbers are inactive results; / = no result given. The list is partial (hit frequency here may not be typical).
# Preview (3 entries):
structure	PAD4 inh	GSTO1 inh	PAFAH2 FP inh	EBNA-1 inhibitor	PAFAH1B3 FP inh	LYPLA1 counter	LYPLA2 counter	ZTA counter	PREPL inhibitor
COc1ccccc1NC(=O)Cn1nc(C)n2cccc2c1=O	2	2	4	-5	9	-4	2	2	-1
CCc1nnc(NC(=O)C(C)C)s1	-2	4	2	3	1	5	6	-16	11
COc1ccc(-c2cc(C(=O)N3CCN(c4ncccn4)CC3)c3ccccc3n2)cc1OC	4	/	-7	/	6	-2	-1	-1	-12

# The list itself, previewed entries included:
structure	PAD4 inh	GSTO1 inh	PAFAH2 FP inh	EBNA-1 inhibitor	PAFAH1B3 FP inh	LYPLA1 counter	LYPLA2 counter	ZTA counter	PREPL inhibitor
COc1ccccc1NC(=O)Cn1nc(C)n2cccc2c1=O	2	2	4	-5	9	-4	2	2	-1
CCc1nnc(NC(=O)C(C)C)s1	-2	4	2	3	1	5	6	-16	11
COc1ccc(-c2cc(C(=O)N3CCN(c4ncccn4)CC3)c3ccccc3n2)cc1OC	4	/	-7	/	6	-2	-1	-1	-12
C=CCN1C(=O)C2(C(C#N)=C(N)Oc3n[nH]c(CCC)c32)c2ccccc21 (stereo not drawn)	-5	0	-6	-1	4	4	4	0	5
COc1ccc(C(=O)Oc2c(CN3CCOCC3)cc(Cl)c3cccnc23)cc1OC	-7	4	/	8	/	-2	-1	14	-5
Nc1cccc(Nc2ccccc2)c1	-27	10	-2	-7	5	4	3	-11	21
CC1CCCC(NC(=O)CSC2CCCCC2)C1C (stereo not drawn)	-1	10	4	1	12	3	5	-12	-4
Cc1cccc2sc(NNC(=O)c3ccc(S(=O)(=O)N4CC(C)CC(C)C4)cc3)nc12 (stereo not drawn)	-1	-5	3	0	10	-10	-7	10	12
COc1ccc(-n2c(C)cc(/C=C3/SC(=S)N(C)C3=O)c2C)cc1	-2	0	1	-6	3	-3	-1	2	10
CC(=O)c1c(C)[nH]c(C(=O)NCCN2CCC(C)CC2)c1C	-4	0	5	-4	4	-2	1	-8	1
O=S(=O)(Nc1ccccn1)c1cnc(Cl)c(Br)c1	-4	6	5	-3	12	-1	-1	2	-6
Cc1cc(N2CCOCC2)ccc1/C=C1\NC(=O)N(Cc2ccccc2F)C1=O	-3	7	18	-10	5	1	-4	-11	15
CCCn1c(=O)c2ccccc2n2c(SCc3c(C(=O)OCC)oc4ccccc34)nnc12	-2	8	9	-2	4	-3	-1	-6	16
COc1ccccc1-c1cc(C(=O)NCc2ccco2)no1	0	-3	2	15	10	0	1	11	6
COc1ccc(C(=O)N/N=c2\oc3ccccc3cc2C(=O)NCc2ccccc2)cc1	0	-1	-12	-8	1	-3	-3	3	-6
CCOC(=O)c1c[nH]n2c(=O)cc(C)nc12	0	9	/	-9	/	1	6	-5	-10
Cc1ccc(S(=O)(=O)N2CC=C(c3ccc(F)cc3)CC2)cc1	1	7	-3	1	9	0	-3	-6	-62
CCCCCN(C(=O)CCC(=O)OCC(=O)NCc1cccc(OC)c1)c1c(N)n(CCCC)c(=O)[nH]c1=O	1	1	-6	-5	7	-3	-3	-6	7
Cc1ccc(/C=C/c2nc3ccccc3c(=O)[nH]2)cc1	-1	0	0	1	0	2	-1	6	-4
Nc1c(C(=O)Nc2ccc3c(c2)OCCO3)nnn1Cc1ccc(Cl)cc1	0	10	1	12	2	-2	4	14	5
CC1(C)Cc2cccc(Oc3ccc(S(=O)(=O)N4CCCC4)cn3)c2O1	-2	-6	2	-6	4	4	-1	0	3
COc1ccc(-c2c(NCCc3ccccc3)c(=O)c2=O)cc1	-2	-4	0	5	13	-1	-4	-7	-2
CC(C)(C)c1ccc(C(=O)NCCCN2CCN(CCCNC(=O)c3ccc(C(C)(C)C)cc3)CC2)cc1	-2	-4	-8	0	-3	-3	-1	14	-13
Cc1cc2ccccc2c(=O)n1CC(=O)NCc1ccco1	-3	-1	2	-3	-1	1	-2	5	-3
COc1ccccc1CNC(=O)CSC(=S)N1CCCC1	0	-1	-2	5	2	1	4	9	-1
COC(=O)C1=C(CS(=O)(=O)c2ccccc2)NC(=O)NC1c1ccccc1 (stereo not drawn)	0	6	8	-3	4	-2	2	5	-7
Cc1cc(C)n(-c2ccc(C(=O)Nc3cccc([N+](=O)[O-])c3)cc2)n1	-1	1	0	-3	-5	1	7	-30	21
Cc1ccc(F)cc1NC(=O)c1cccc2nccnc12	2	3	-4	10	-3	2	7	16	-4
COc1ccc(N2C(=O)c3ccc(C(=O)OC(C)C)cc3C2=O)cc1	-3	3	-1	10	0	-2	8	9	-2
CSc1cccc(NC(=O)CC(C)n2ccnc2)c1 (stereo not drawn)	-1	3	3	4	3	2	6	13	7
CC(=O)c1ccc(Cc2ccc(C(C)=O)cc2)cc1	5	10	-7	6	-4	1	8	-10	18
Cc1nn(-c2cccc(Cl)c2)c(Cl)c1/C=N/NC(=O)c1cccs1	-3	-10	-2	9	-5	-4	-2	16	-1
O=C(COC(=O)c1cc([N+](=O)[O-])ccc1N1CCOCC1)c1ccccc1Cl	-3	9	0	11	4	-5	-7	2	18
O=C(NC1CCS(=O)(=O)C1)c1ccc(Br)o1 (stereo not drawn)	8	6	5	-2	-4	-1	2	-8	6
S=C(NCCc1ccccc1)N/N=C/c1c(Cl)cccc1Cl	-2	3	-18	13	-3	-16	-19	14	-22
CCCCc1nnc(NC(=O)CN2C(=O)C3CCCCC3C2=O)s1 (stereo not drawn)	1	-4	7	-2	12	-3	-8	3	-1
CC(C(=O)O)n1c2ccccc2c2cn[nH]c(=O)c21 (stereo not drawn)	-3	-4	-7	-6	-1	2	0	-2	7
CCOC(=O)c1cn(-c2ccc([N+](=O)[O-])cc2)c2cc(Cl)c([N+](=O)[O-])cc2c1=O	-1	2	2	0	5	0	-4	7	5
O=C(NCC1(N2CCOCC2)CCCCC1)c1cccc(S(=O)(=O)Nc2ccc(F)cc2)c1	-2	/	1	/	-4	2	6	3	3
O=C(O)CSCc1ccc(Cl)cc1	-2	8	6	-1	3	2	7	-4	-3
COc1cc(NC(=O)COC(=O)CNC(=O)c2ccc(C)s2)cc(OC)c1	1	7	/	2	/	-4	0	-8	12
Cc1nn2c(NCC(C)C)c3c(nc2c1-c1ccccc1)CCC3	-3	-8	-1	11	4	-2	2	-13	6
CC[C@H](C)[C@H](NC(N)=O)C(=O)Nc1ccc2c(c1)OCO2	2	-9	1	6	2	1	1	6	11
Cc1cccc(OCCOCCN2CCOCC2)c1C	1	0	-4	-6	-4	-3	2	0	11
COc1ccc(NC(=O)C2C(=O)NC3(C)CC2c2ccccc2O3)cc1 (stereo not drawn)	-5	4	3	8	5	4	7	-1	0
Cc1ccc(C2(C)NC(=O)N(CC(=O)NCc3ccccc3Cl)C2=O)cc1 (stereo not drawn)	1	5	2	2	4	2	0	1	-4
O=C(Cn1c(-c2cscn2)nc2ccccc21)Nc1ccccc1F	5	3	-3	-1	-2	-3	-2	-11	13
Cc1cc(=O)[nH]c(SCc2nnnn2-c2ccc(Cl)cc2)n1	1	9	-1	3	6	5	8	-6	9
Cc1nc2cc(OCc3cc(C(=O)NC(C)c4cnn(C)c4)no3)ccc2s1 (stereo not drawn)	-2	6	-6	0	2	-1	0	2	1
O=C(N=Nc1c(O)[nH]c2ccc(F)cc12)C1COc2ccccc2O1 (stereo not drawn)	-2	4	-7	-4	-1	2	2	2	-2
CCn1c(=N)n(CC(=O)c2cccc([N+](=O)[O-])c2)c2ccccc21	-6	-1	5	2	-9	-1	-7	11	0
Cc1ccc(NC(=O)CSCc2cc(=O)n3cc(C)sc3n2)cc1	4	9	-1	2	-2	2	2	1	17
COC(=O)c1ccc(NC(=O)CSc2nc3ccccc3c(=O)[nH]2)cc1	1	-9	3	25	-1	1	8	8	2
COc1ccc(C2C=C(Nc3ccccc3)C(=O)N2c2ccccc2)cc1OC (stereo not drawn)	-22	14	4	-9	8	-6	-11	-3	6
Cn1nc([N+](=O)[O-])nc1Sc1cccc2cccnc12	-1	18	7	-1	2	1	13	13	7
COc1ccc(C2=Nn3c(nnc3-c3ccccc3)SC2)cc1OC	0	-7	-2	-7	6	1	3	-4	2
CCN1CCCC1CNC(=O)c1cc2cc(F)ccc2[nH]1 (stereo not drawn)	-2	3	4	-17	7	1	7	-1	11
CC1CCCCC1NC(=O)COC(=O)c1ccc2c(c1Cl)C(=O)c1ccccc1C2=O (stereo not drawn)	3	6	54*	-6	5	2	11	9	22
O=C(Nc1nc2ccc(F)cc2s1)c1cccc(S(=O)(=O)N2CCc3ccccc32)c1	0	-11	-31	-13	-60	-21	-31	-16	-25
COC(=O)c1cc(S(=O)(=O)NCC2CCN(Cc3cccc(Cl)c3)CC2)c[nH]1	-5	1	3	0	0	-2	5	11	-9

# Going on with the list.
structure	PAD4 inh	GSTO1 inh	PAFAH2 FP inh	EBNA-1 inhibitor	PAFAH1B3 FP inh	LYPLA1 counter	LYPLA2 counter	ZTA counter	PREPL inhibitor
Cc1nn(Cc2ccccc2)c(C)c1C(=O)OCC(=O)c1cc(C)n(C2CC2)c1C	1	3	2	9	1	-2	6	-3	10
Cc1nnc(SCC(=O)NCc2ccccc2)[nH]c1=O	-3	1	-7	5	-3	-2	-1	-8	6
Cc1ccc(Cl)cc1N1CCN(C(=O)CSc2nnc3n2C(C)(C)Cc2ccccc2-3)CC1	2	-2	1	2	2	-1	-1	21	-3
COc1ccc(OC)c(-c2cc(C3CCN(C(=O)OC(C)(C)C)CC3)[nH]n2)c1	-5	3	4	-4	10	-1	0	-2	8
C=CCn1cc(Cl)c(=O)n(CC=C)c1=O	1	6	-1	-12	8	0	-1	-2	9
Cn1cnnc1SCc1ccccc1	1	3	3	5	-1	5	10	0	15
CN1CCCN(C(=O)c2cccc3ccccc23)CC1	-1	3	-8	-5	4	-1	2	-8	-1
COc1ccc(CCN2C(=O)CC(NNC(=O)c3cccc(O)c3)C2=O)cc1 (stereo not drawn)	2	2	7	-8	-4	4	6	-3	2
Cc1c(C(N)=O)sc2ncn(CC(=O)OC(C)C)c(=O)c12	4	1	1	-4	-3	-1	-4	3	3
O=C(CN(c1ccccc1)S(=O)(=O)c1ccccc1)Nc1ccccc1C(=O)NCc1ccco1	1	-6	-1	3	2	-1	-2	-4	-16
Cc1ccc(NC(=O)COC(=O)C2=COCCO2)cc1	-3	2	47*	-1	2	-1	5	10	2
COc1ccc(NC(=O)c2ccc(-c3ccc([N+](=O)[O-])cc3)o2)cc1OC	-3	5	-6	1	6	7	0	14	29
CCN(CC)c1ccc(/C=N/N2CCN(Cc3ccccc3)CC2)cc1	-5	11	5	1	2	-1	3	4	-2
O=Cc1c(NC2CCCCC2)c2ccccc2[nH]c1=O	-2	-4	0	-9	5	2	3	-3	0
Nc1cc(C(=O)OCC(=O)N2CCC(Cc3ccccc3)CC2)ccc1Cl	3	/	-3	/	-9	1	5	6	20
CCc1ccc(CNC(=O)C2CCN(S(=O)(=O)N3CCC4(CC3)OCCO4)CC2)cc1	-6	6	4	-15	0	0	-4	-5	-4
Cc1cccc(N(CC(=O)N/N=C/c2cc([N+](=O)[O-])ccc2Cl)S(C)(=O)=O)c1C	2	2	-2	-6	5	3	6	4	-5
COC(=O)CSc1ncnc2c1sc1nc(N3CCOCC3)c3c(c12)CCCC3	-10	8	-4	-10	8	-7	-10	1	-13
CCN1C(=O)/C(=C/c2ccc(C)o2)N(C)C1=S	4	-1	-5	9	8	2	6	12	6
